Compound activity (PubChem)
Yeast superoxide – yeast age-related superoxide inhibition as caloric restriction mimetic; S. cerevisiae aged cells, superoxide DHE fluorescence; hits give low values; superoxide response (% of plate mean), % at 10 µM; 330,000 compounds, 0.18% hits; AID 2690;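 active = superoxide response under a set limit, about three screen SD below normal, cut at about 65% in these data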;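 note: yeast aged for seven days with compound at 30 °C before DHE staining; 100% = average MFI of all compound-treated wells on the plate with controls excluded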
AHR act – activators of human aryl hydrocarbon receptor. P35869. AHR-responsive luciferase reporter cells, luminescence. activation, % at 5 µM. 320,000 compounds, 2.5% hits. AID 2796; in the data active = activation above about 47%;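 note: 0% = vehicle wells and 100% = reference agonist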
Target sequence (P35869 whole entry, looked up): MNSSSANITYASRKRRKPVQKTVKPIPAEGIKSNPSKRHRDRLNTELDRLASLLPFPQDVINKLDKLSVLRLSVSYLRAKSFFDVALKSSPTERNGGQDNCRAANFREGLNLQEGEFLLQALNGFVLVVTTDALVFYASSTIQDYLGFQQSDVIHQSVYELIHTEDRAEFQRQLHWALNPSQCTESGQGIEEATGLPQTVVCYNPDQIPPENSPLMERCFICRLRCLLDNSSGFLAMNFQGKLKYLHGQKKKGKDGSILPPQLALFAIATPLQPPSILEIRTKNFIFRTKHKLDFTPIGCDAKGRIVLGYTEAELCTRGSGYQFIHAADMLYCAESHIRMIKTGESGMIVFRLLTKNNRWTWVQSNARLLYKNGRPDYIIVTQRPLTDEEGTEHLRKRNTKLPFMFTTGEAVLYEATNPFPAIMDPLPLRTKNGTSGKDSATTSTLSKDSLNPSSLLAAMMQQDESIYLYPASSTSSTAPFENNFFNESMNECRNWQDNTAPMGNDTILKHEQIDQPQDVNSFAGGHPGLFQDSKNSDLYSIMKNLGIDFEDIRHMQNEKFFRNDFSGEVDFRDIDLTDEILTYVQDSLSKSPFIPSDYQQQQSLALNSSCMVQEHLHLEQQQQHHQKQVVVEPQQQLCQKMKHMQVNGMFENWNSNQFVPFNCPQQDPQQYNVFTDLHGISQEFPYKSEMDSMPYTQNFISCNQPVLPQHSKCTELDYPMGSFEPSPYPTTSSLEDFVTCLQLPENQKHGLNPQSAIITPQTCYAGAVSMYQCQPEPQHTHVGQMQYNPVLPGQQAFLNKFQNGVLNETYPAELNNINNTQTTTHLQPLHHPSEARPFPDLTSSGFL
CIT2-GFP yeast – alters CIT2-GFP fluorescence in TOR pathway yeast screen; S. cerevisiae CIT2-GFP strain, flow cytometry, 3 h; 100 means same as DMSO wells; GFP response vs DMSO, % at 10 µM; 320,000 compounds, 0.065% hits; AID 2029;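 active = GFP response relative to DMSO above a set limit, near the screen mean plus 3 SD, cut at about 150% in these data; inconclusive = Fewer than 70 cells measured for a yeast strain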;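 note: ratio of well median GFP fluorescence to mean of DMSO wells on the plate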
LAP4 TOR yeast – alters LAP4-GFP fluorescence in TOR pathway yeast screen; S. cerevisiae LAP4-GFP multiplex, flow cytometry GFP, 3 h; median GFP as percent of DMSO wells; GFP response vs DMSO, % at 10 µM; 320,000 compounds, 0.34% hits; AID 2023;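 active = GFP response vs DMSO above a set limit, about the screen mean plus 3 SD, cut at about 150% in these data; inconclusive = under 70 cell events counted for the yeast strain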
Efflux pump inh – inhibitors of Candida antifungal efflux pumps expressed in yeast; S. cerevisiae Candida pump triplex, Nile Red efflux; inhibition, % at 10 µM; 330,000 compounds, 0.44% hits; AID 485275;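 active = plate passing quality check with inhibition over a set limit, or well fluorescence over plate mean plus 4 SD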;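 note: Nile Red retained in pooled yeast measured as flow cytometry median fluorescence; 0% = buffer negative control and 100% = Enniatin B positive control; higher means more Nile Red kept so more efflux inhibition; some compounds called inactive have numbers as strong as hits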
AGP1-GFP MLPCN – modulators of TOR pathway AGP1-GFP in S. cerevisiae; S. cerevisiae AGP1-GFP multiplex flow cytometry, 3 h; GFP as percent of DMSO wells; GFP response vs DMSO, % at 10 µM; 320,000 compounds, 0.02% hits; AID 2066;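 active = GFP response relative to DMSO above a set limit, near screen average plus 3 SD, cut at about 150% in these data; inconclusive = fewer than 70 cells counted for the yeast strain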;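 note: median GFP channel fluorescence of the gated AGP1 strain per well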
RPL19A-GFP yeast – yeast TOR pathway RPL19A-GFP modulation; 330,000 compounds, 0.3% hits; S. cerevisiae RPL19A-GFP strain, flow cytometry, 3 h; hits give low values; AID 2025; percent response vs DMSO, % at 10 µM;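 active = percent response vs DMSO below 50%; inconclusive = fewer than 70 events counted for the yeast strain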;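 note: median channel GFP fluorescence of the barcoded RPL19A-GFP strain; ratio of sample median GFP to plate DMSO average so 100% = DMSO; lower means less RPL19A-GFP as with rapamycin TOR inhibition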
MEP2 TOR yeast – yeast TOR pathway MEP2-GFP modulation; GFP response vs DMSO, % at 10 µM; 330,000 compounds, 0.51% hits; S. cerevisiae MEP2-GFP strain, flow cytometry GFP, 3 h; 100% = DMSO control level; AID 2016;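 active = GFP response versus DMSO above a set limit, roughly screen mean plus 3 SD, cut at about 180% in these data; inconclusive = fewer than 70 cells counted for a yeast strain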;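 note: median GFP fluorescence of the barcode-gated MEP2-GFP cells per well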
* marks the source's active call; other numbers are inactive results; ? = inconclusive; nt = no result given; [ ] = remark or other dose.

Screens in order – Yeast superoxide	AHR act	CIT2-GFP yeast	LAP4 TOR yeast	Efflux pump inh	AGP1-GFP MLPCN	RPL19A-GFP yeast	MEP2 TOR yeast
[1] COc1cccc(C(CNC(=O)C2CCN(C(=O)Nc3ccccc3)CC2)N(C)C)c1 (configuration not stated)
 : 89	-1	98	105	0.1	107	99	102
[2] Cc1cc2n(n1)C(c1ccsc1)Nc1ccccc1-2 (configuration not stated)
 : 99	19	95	97	-0.2	95	95	101
[3] Cc1cccc(-c2c3c(=O)n(C)c(=O)n(C)c3cn2-c2ccccc2O)c1
 : 109	0	100	98	-0.1	99	100	103
[4] CCc1cccc(CC)c1-n1c(-c2cccnc2)n[nH]c1=S
 : 99	-2	97	106	-0.1	101	98	107
[5] CCC(=O)NCCc1nc2cc(NC(=O)Nc3ccccc3)ccc2n1C
 : 105	5	99	109	0.1	100	97	104
[6] Cc1ccc2oc(Nc3nc(C)c(C)c(C)n3)nc2c1
 : 95	1	93	105	-0.1	99	94	106
[7] Cc1[nH]c2ccccc2c1/C=N/NC(=S)NC(C)C
 : 118	1	102	107	-0.1	102	97	98
[8] COC(=O)C1CCN(Cc2c(C(=O)N3C[C@@H](C)O[C@@H](C)C3)nc3ccc(Cl)cn23)CC1
 : 100	0	102	104	-0.1	110	100	102
[9] Cc1ccc(S(=O)(=O)N2CCN(C(=O)C3CSC4(C)CCC(=O)N34)CC2)cc1C (configuration not stated)
 : 108	2	94	102	0.0	101	94	97
[10] Cc1nc2c(C#N)cnn2c2c1CCN2CC1CCCO1 (configuration not stated)
 : 92	1	96	107	-0.1	105	98	100
[11] CCn1c(CSc2nc3ccccc3s2)nnc1SCC(=O)c1ccc(Cl)cc1
 : 109	6	98	100	-0.1	102	98	98
[12] CC(C)N1CCC(N2CCN(C/C=C/c3ccccc3)CC2CCO)CC1 (configuration not stated)
 : 106	1	98	101	0.0	100	94	103
[13] CCc1ccccc1N(CC)C(=O)c1cn(C)c(=O)c2cc(OC)c(OC)cc12
 : 100	5	99	91	0.1	98	95	98
[14] CC1CCN(C(=O)c2ccc(CNc3c(N4CCCC4)c(=O)c3=O)cc2)CC1
 : 97	0	100	107	-0.2	99	94	94
[15] CCCCN(C(=O)CCC(=O)Nc1cc(C)on1)C(C(=O)NC(C)(C)CC)c1cccc(OC)c1OC (configuration not stated)
 : 95	-2	103	103	0.1	100	95	95
[16] CC(C)=CCC/C(C)=C/CC/C(C)=N/O
 : 92	2	?	104	-0.1	19[may fluoresce violet]	75	118
[17] COc1cc(OC)c(OC)cc1/C=C1/Cc2ccccc2C1=O
 : 87	7	101	89	-0.1	99	99	107
[18] O=C(c1cc(-c2cccc(Cl)c2)on1)N1CCCC1
 : 109	-6	87	131	0.4	98	100	102
[19] CCCn1nnnc1NCc1ccc(C(C)C)cc1
 : 100	4	127	89	-0.1	112	109	104
[20] Cc1ccc(NC(=S)NC(=O)Cc2ccccc2)c(O)c1
 : 102	nt	105	100	-0.1	94	101	107
[21] COc1cccc(CN(C)C(=O)C23CC4CC(CC(NC(C)=O)(C4)C2)C3)c1OC
 : 100	nt	92	85	-0.5	97	104	100
[22] COc1ccc(C)cc1NC(=O)Cn1cnc2sc(C)c(S(=O)(=O)N3CCOCC3)c2c1=O
 : 103	5	nt	88	-0.1	97	98	100
[23] C=CCn1c(SCC(=O)NC2CCCC2)nnc1-c1ccccn1
 : 96	-2	98	106	0.0	105	104	105
[24] O=C(NCc1ccc(Cl)cc1)c1ncn[nH]1
 : 105	3	103	100	-0.2	100	97	98
[25] CCc1ccccc1NC(=O)CC1CS(=O)(=O)CC1CC(=O)Nc1ccccc1CC (configuration not stated)
 : 99	3	105	98	0.1	104	103	107
[26] COC(=O)c1ccc(CSc2nnc(NC(C)C)s2)cc1
 : 101	1	103	105	0.1	94	103	110
[27] COc1ccc(S(=O)(=O)NCC(c2ccc3c(c2)OCO3)N2CCOCC2)cc1C (configuration not stated)
 : 87	1	110	105	0.0	106	99	101
[28] Cc1ccc(C(=O)c2ccc(CC(=O)O)n2C)cc1
 : 108	-2	106	105	-0.2	90	100	90
[29] NS(=O)(=O)c1ccc(NC(=O)COC(=O)COc2ccccc2)cc1
 : 151	-2	102	94	0.0	98	107	103
[30] O=C(Cc1csc(Nc2nc(=S)[nH]c3ccccc23)n1)N1CCN(c2cccc(Cl)c2)CC1
 : 90	20	102	109	0.1	100	91	111
[31] CC(C)OC(=O)NCN1C(=O)C2C3C=CC(C3)C2C1=O (configuration not stated)
 : 96	0	107	102	0.0	113	103	103
[32] COc1cc(C(C(=O)NCC2CCCO2)N(C(=O)Cn2nnc3ccccc32)c2ccc(OC)c(OC)c2)ccc1O (configuration not stated)
 : 114	-2	99	96	0.0	104	104	110
[33] Nn1c(SCC(=O)N2CCN(S(=O)(=O)c3ccccc3)CC2)nnc1-c1cccs1
 : 102	-1	107	105	0.1	105	102	118
[34] COC(=O)Cn1c2c(c3cc(C)ccc31)CCCC2NC(C)c1ccccc1 (configuration not stated)
 : 103	0	92	108	0.0	91	93	100
[35] CC(=O)NCCC(=O)Nc1cccc(S(=O)(=O)N(C)c2ccccc2)c1
 : 107	0	104	100	-0.1	98	102	103
[36] COc1cccc(NC(=O)Nc2nnc(Cc3ccc(OC)c(OC)c3)s2)c1
 : 115	6	110	96	0.1	103	103	109
[37] COc1ccccc1N1CCN(/N=C/c2ccc(OC)c(OC)c2OC)CC1
 : 100	-3	94	97	0.1	101	101	100
[38] NCCN1CCN(S(=O)(=O)c2ccc([N+](=O)[O-])cc2)C=C1c1ccc(Cl)cc1
 : 114	3	94	90	0.0	99	93	98
[39] C/C(=N\Nc1ccc(S(=O)(=O)Nc2ccccc2)cc1[N+](=O)[O-])c1ccc(N2CCOCC2)cc1
 : 91	1	101	98	-0.5	99	97	97
[40] CCOC(=O)c1nn(-c2ccc(F)cc2)c(=O)cc1OCC(=O)N1CCN(c2ccccc2)CC1
 : 93	1	101	102	-0.1	101	93	95
[41] NC(=O)c1ccsc1NC(=O)CS(=O)(=O)c1ccc(Cl)cc1
 : 89	2	114	96	0.0	104	104	109
[42] CC1(C)Cc2cccc(Oc3cc(NN4CCCCC4)c([N+](=O)[O-])cc3[N+](=O)[O-])c2O1
 : 99	2	114	138	-0.2	91	99	93
[43] CCOC(=O)Cn1c(CN2CCc3ccccc3C2)nc2c1c(=O)n(C)c(=O)n2C
 : 96	-1	86	96	0.0	89	91	96
[44] Cn1cccc1/C=N/NC(=O)c1ccncc1
 : 80	9	102	113	0.0	109	101	100
[45] O=C(C1CCN(S(=O)(=O)c2cccc3cccnc23)CC1)N1CCCCC1
 : 69	4	99	109	0.0	104	101	102
[46] COc1ccc(S(=O)(=O)NN(C)C)cc1N(C)S(=O)(=O)c1ccc(Cl)cc1
 : 98	0	88	98	-0.2	94	96	97
[47] CCOc1ccccc1O[C@H](c1ccccc1)[C@H]1CNCCO1
 : 102	-1	87	98	-0.1	94	97	101
[48] O=C(O)Cn1cnc2sc3c(c2c1=O)CCCC3
 : 107	1	95	106	0.2	104	99	96
[49] CC1CN(C(=O)CCc2cc(C(C)(C)C)c(O)c(C(C)(C)C)c2)CC(C)O1 (configuration not stated)
 : 98	-1	106	104	-0.3	108	114	105
[50] CCOC(=O)c1ccc(NC(=O)Cn2nnc(-c3ccccc3F)n2)cc1
 : 103	6	94	91	-0.1	93	96	91
[51] Cc1nc(-c2coc3cc(O)c(C)cc3c2=O)cs1
 : 97	9	93	101	-0.2	89	93	101
[52] CC(C(=O)N1CCc2ccccc21)N1CCN(c2ccccn2)CC1 (configuration not stated)
 : 101	-2	96	95	0.2	101	104	104
[53] Cc1ccc(CS(=O)(=O)Cc2ccc(C(=O)NCc3ccccn3)o2)cc1
 : 95	0	65	91	0.0	72	109	90
[54] COC(=O)[C@H](C)NC(=O)Nc1ccc(OC(F)(F)F)cc1
 : 103	-2	110	108	0.0	104	100	107
[55] Cc1ccc(C)n1-c1ccc(C(=O)O)cc1
 : 107	-2	94	95	0.4	98	102	100
[56] CCC(=O)c1c(NC(CC)CO)cc(C)oc1=O (configuration not stated)
 : 112	3	107	109	0.0	97	101	137
[57] COc1ccccc1C(=O)Nc1ccc(C(=O)/C=C/c2cccs2)cc1
 : 89	28	106	109	-0.1	107	105	112
[58] O=C(CSc1ncnc2c1oc1ccccc12)NC1CCCCC1
 : 103	3	102	118	0.1	106	101	108
[59] CCc1ccccc1NC(=O)C1NC(=O)CC1c1ccccc1 (configuration not stated)
 : 97	-2	101	97	0.0	99	97	97
[60] COc1cccc(C2CC(c3ccc(Cl)cc3)Nc3nc(N)nn32)c1 (configuration not stated)
 : 98	5	101	107	0.3	106	103	103

Continuation:
Screens in order – Yeast superoxide	AHR act	CIT2-GFP yeast	LAP4 TOR yeast	Efflux pump inh	AGP1-GFP MLPCN	RPL19A-GFP yeast	MEP2 TOR yeast
[61] COc1cc(C#CC#CCN2CCCCC2)ccc1O
 : 89	2	100	97	0.0	99	100	101
[62] CN(C(=O)c1cc2c(=O)n3ccccc3nc2n1C)C1CCCCC1
 : nt	-3	nt	82	-0.1	87	106	98
[63] COc1ccc(-c2nnc(SCC(=O)N3CCC(Cc4ccccc4)CC3)o2)cc1OC
 : 103	-1	81	101	0.0	88	91	93
[64] Cc1nnsc1-c1nc2ccccc2[nH]1
 : 102	16	97	nt	0.2	97	94	94
[65] Cc1ccc(C(=O)Oc2ccccc2C(=O)N2CCOCC2)cc1
 : 108	0	105	99	0.0	109	99	98
[66] COc1cc(C(=O)OCc2cccc(S(=O)(=O)N3CCOCC3)c2)ccc1OCC(C)C
 : 103	0	95	94	1.0	95	97	100
[67] CC(C)(C)c1ccccc1OCC(=O)NCCCn1ccnc1
 : 108	23	103	106	0.0	105	106	102

As entered above.
Efflux pump inh with compound 62 → -0.1
AGP1-GFP MLPCN with compound 63 → 88
